# Screening data deposited in PubChem BioAssay by several laboratories.
# PLAP inhibition = inhibition of human placental alkaline phosphatase – biochemical, luminescence, HTS (AID 690). 0.08% of 96,000 active. purified PLAP, luminescent substrate; higher % means a stronger effect. one-dose inhibition, % at 20 µM; IC50 in µM for titrated hits; in the data active = a potency from the dose series; inactive = the rest, 99 in 100 with inhibition below about 30%; also: strong numbers were not always called active
# NFkB transloc pot = enhances IL-1B driven NFkB nuclear translocation. HUVEC IL-1B NFkB p65 nuclear translocation imaging. activation, % at 2 µM. 0.3% of 94,000 active. AID 819;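 active = activation above 40%, about the mean plus 3 SD, also judged a hit on visual image review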;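 also: percent activation is computed from the nuclear over cytoplasmic p65 intensity ratio; values of inactives mirror those of a sister screen read the other way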
# IL1B NFkB inh = blocks IL-1B driven NFkB nuclear translocation in HUVEC cells. 0.43% of 94,000 active. inhibition, % at 2 µM. HUVEC IL-1B NFkB p65 nuclear translocation imaging;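 active = inhibition above about 30% together with a positive call from visual inspection of the well image, limit read from the data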;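 also: nuclear over cytoplasmic p65 intensity ratio measured by imaging; 0% = IL-1B stimulated DMSO wells and 100% = unstimulated DMSO wells; values of inactives mirror those of a sister screen read the other way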
# MRP reversal = MRP-mediated drug resistance reversal. H69AR cells + 2 uM doxorubicin, CellTiter-Glo, 72 h. differential viability (reversal), % at 10 µM. 0.04% of 85,000 active. AID 602;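 active = viability drop by adding the cancer drug above about 55%, with treated viability meeting a 40% cutoff, limit read from the data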;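 also: viability without doxorubicin minus viability with 2 µM doxorubicin for each compound; larger differential means the compound sensitizes cells more to doxorubicin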
# Bcl-B TR3 displacers = displacers of TR3 peptide from Bcl-B, primary screen, selectivity assay for Bfl-1 inhibitor project, biochemical, fluorescence polarization | FP displacement of FITC-TR3 peptide from Bcl-B; higher % means a stronger effect | displacement, % at 20 µM; hits with a dose series show IC50 in µM | 0.11% of 96,000 active | AID 748;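 active = displacement above 50% at 20 µM plus a fluorescence interference ratio under 1.5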;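 also: plate controls were wells without compound for no effect and wells lacking Bcl-B protein for full effect; a part of the inactive calls stands beside numbers as strong as those of hits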
# MRP reversal cytotoxicity = further read-out of MRP reversal, marked with its call; viability, %; H69AR cells, CellTiter-Glo, 72 h; measured here: cytotoxicity without doxorubicin
# MRP reversal with doxorubicin = further read-out of MRP reversal, marked with its call; viability, %; measured here: viability with 2 uM doxorubicin; hits give low values
# IL1B NFkB inh cell count 2 µM = also measured in IL1B NFkB inh; calls as there; cell count; measured here: cells passing quality filter;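 raw number of nuclei counted in each imaged well without normalization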
# NFkB transloc pot cell count 2 µM = recorded beside NFkB transloc pot, whose call it bears; cell count; measured here: cells passing quality filter
# * hit, by the source's call; nt = no result given. Not all compounds are listed; rates above refer to the full screens.
SMILES,PLAP inhibition,NFkB transloc pot,NFkB transloc pot cell count 2 µM,IL1B NFkB inh,IL1B NFkB inh cell count 2 µM,MRP reversal,MRP reversal cytotoxicity,MRP reversal with doxorubicin,Bcl-B TR3 displacers
O=C1CC(SCc2nc3ccccc3[nH]2)C(=O)N1c1cccc(F)c1 (configuration not stated),26%,1,115,0,115,-19,75,94,-5%
N#Cc1c(NC(=O)c2cc(C3CC3)on2)sc2c1CCC2,1%,6,128,-6,128,-14,33,47,35%
COc1cc(S(=O)(=O)Nc2ncccc2C)c(OC)cc1Cl,22%,-6,74,6,74,3,90,86,-8%
COc1ccc(N=C2S/C(=C\c3ccc(C)s3)C(=O)N2CC(C)C)cc1,15%,1,148,-1,148,nt,nt,nt,4%
O=C(O)CCSc1nnnn1-c1ccccc1,-8%,7,129,-7,129,0,99,100,6%
COCc1nc2ccccc2n1Cc1ccccc1Br,-5%,20,97,-20,97,21,98,77,4%
COc1ccccc1N/C(=N/S(=O)(=O)c1ccc(C)cc1)c1ccc(Cl)cc1,4%,-2,129,2,129,nt,nt,nt,-2%
COc1ccc(S(=O)(=O)N(C)CC(=O)N2CCC(C(N)=O)CC2)cc1,-5%,19,194,-19,194,12,107,95,2%
Cn1cccc1Cc1nnc(SCC(=O)Nc2cccc(F)c2)n1CCc1ccccc1,-70%,nt,nt,nt,nt,-10,77,88,5%
Cc1ccc(S(=O)(=O)NCCCNC(=O)c2ccccc2)cc1,-7%,-4,141,4,141,-4,88,91,-3%
CCOC(=O)C1CSC(CC(=O)Nc2ccc(Cl)cc2)C(=O)N1 (configuration not stated),-17%,14,167,-14,167,18,107,89,-7%
COC(=O)C1C(=O)NC(SC)=C(C#N)C1c1ccccc1 (configuration not stated),-6%,-7,175,7,175,24,102,78,6%
COc1ccc(CCNC(C)=O)cc1,14%,27,167,-27,167,8,97,89,10%
O=C(/C=C\Nc1ccc2c(c1)OCO2)c1ccccn1,0%,1,153,-1,153,-12,91,102,7%
CC(C)(CC(=O)O)Cc1nc(-c2ccc(Cl)cc2)no1,-2%,-9,51,10,51,-6,101,107,-10%
COc1cc(CNCC(C)C)cc(Br)c1OCC(=O)Nc1ccccc1,nt,1,93,-1,93,4,67,63,nt
COc1ccccc1CC(=O)N1CCCc2ccccc21,18%,1,151,0,151,3,105,102,-1%
O=C(CCn1cccc1)NC1CCCc2ccccc21 (configuration not stated),9%,-5,96,5,96,3,87,85,-8%
COc1c(N2CCN(C(=S)Nc3ccc(F)cc3)C(C)C2)c(F)cc2c(=O)c(C(=O)O)cn(C3CC3)c12 (configuration not stated),-4%,-5,122,5,122,nt,nt,nt,-5%
CCOC(=O)Cc1nnc(NC(=O)CC)s1,11%,13,148,-13,148,3,97,93,11%
C=CCNc1nc(-c2c(C)nc3sccn23)cs1,nt,-2,99,2,99,1,81,80,nt
Cc1ccc(CNC(=O)c2oc3ccc(S(=O)(=O)N4CCOCC4)cc3c2C)cc1,-67%,13,55,-13,55,-36,31,67,-8%
CCCn1cc(SCC(=O)Nc2nnc(C)s2)c2ccccc21,-12%,nt,nt,nt,nt,-19,43,62,-5%
Cc1ccc(C2C(C#N)=C(N)Oc3nc(-c4ccccc4)[nH]c32)o1 (configuration not stated),4%,-10,192,10,192,-6,80,87,-9%
CC(C)NC(=O)COC(=O)c1cc(=O)[nH]c2ccccc12,0%,27,141,-28,141,-14,87,101,6%

# Already shown: an excerpt of the list.
SMILES,PLAP inhibition,NFkB transloc pot,NFkB transloc pot cell count 2 µM,IL1B NFkB inh,IL1B NFkB inh cell count 2 µM,MRP reversal,MRP reversal cytotoxicity,MRP reversal with doxorubicin,Bcl-B TR3 displacers
N#Cc1c(NC(=O)c2cc(C3CC3)on2)sc2c1CCC2,1%,6,128,-6,128,-14,33,47,35%
COc1cc(S(=O)(=O)Nc2ncccc2C)c(OC)cc1Cl,22%,-6,74,6,74,3,90,86,-8%
COc1ccc(N=C2S/C(=C\c3ccc(C)s3)C(=O)N2CC(C)C)cc1,15%,1,148,-1,148,nt,nt,nt,4%
O=C(O)CCSc1nnnn1-c1ccccc1,-8%,7,129,-7,129,0,99,100,6%
COCc1nc2ccccc2n1Cc1ccccc1Br,-5%,20,97,-20,97,21,98,77,4%
COc1ccccc1N/C(=N/S(=O)(=O)c1ccc(C)cc1)c1ccc(Cl)cc1,4%,-2,129,2,129,nt,nt,nt,-2%
COc1ccc(S(=O)(=O)N(C)CC(=O)N2CCC(C(N)=O)CC2)cc1,-5%,19,194,-19,194,12,107,95,2%
Cn1cccc1Cc1nnc(SCC(=O)Nc2cccc(F)c2)n1CCc1ccccc1,-70%,nt,nt,nt,nt,-10,77,88,5%
Cc1ccc(S(=O)(=O)NCCCNC(=O)c2ccccc2)cc1,-7%,-4,141,4,141,-4,88,91,-3%
CCOC(=O)C1CSC(CC(=O)Nc2ccc(Cl)cc2)C(=O)N1 (configuration not stated),-17%,14,167,-14,167,18,107,89,-7%
COC(=O)C1C(=O)NC(SC)=C(C#N)C1c1ccccc1 (configuration not stated),-6%,-7,175,7,175,24,102,78,6%
COc1ccc(CCNC(C)=O)cc1,14%,27,167,-27,167,8,97,89,10%
O=C(/C=C\Nc1ccc2c(c1)OCO2)c1ccccn1,0%,1,153,-1,153,-12,91,102,7%
CC(C)(CC(=O)O)Cc1nc(-c2ccc(Cl)cc2)no1,-2%,-9,51,10,51,-6,101,107,-10%

# Further entries follow.
SMILES,PLAP inhibition,NFkB transloc pot,NFkB transloc pot cell count 2 µM,IL1B NFkB inh,IL1B NFkB inh cell count 2 µM,MRP reversal,MRP reversal cytotoxicity,MRP reversal with doxorubicin,Bcl-B TR3 displacers
N/C(CCCN1CCCCC1)=N/O,-14%,21,154,-21,154,-9,104,113,-11%
CCN(CC)C(=O)CSc1nc2ccc(NC(=O)CSc3nnc(N)s3)cc2s1,17%,0,188,0,188,nt,nt,nt,2%
CNS(=O)(=O)c1cccc(C(=O)OCC(=O)N2CCc3ccccc3C2)c1,-31%,17,69,-17,69,4,97,93,-1%
Cc1cc(NC(=O)c2cnn3c(C(F)F)cc(-c4ccccc4)nc23)no1,9%,8,204,-8,204,-15,25,40,0%
O=C(O)c1cc(NCc2c(F)cccc2Cl)ccc1N1CCOCC1,-28%,9,124,-9,124,3,103,100,-1%
Cc1c(C(=O)O)oc2ccc(S(=O)(=O)NCc3ccccc3)cc12,-47%,30,128,-30,128,7,100,93,-3%
C=CCN1CN(S(=O)(=O)c2cccs2)c2nc3ccccc3nc21,3%,1,167,-1,167,-3,81,85,1%
COc1cccc(-c2nnc(SCc3nc4ccccc4s3)n2C)c1,-8%,9,131,-9,131,nt,nt,nt,-15%
CCN(CC)C(=O)CSc1nnc(-c2cnccn2)n1-c1ccc(C)cc1,0%,-12,139,12,139,0,94,95,-4%
COc1cccc(-c2csc(N3CCN(C(=S)Nc4ccccc4OC)CC3)n2)c1,-12%,11,151,-11,151,nt,nt,nt,-8%
Cc1cc(C)c(S(=O)(=O)NCC23C=CC(O2)C2C(=O)N(c4ccccc4)C(=O)C23)c(C)c1 (configuration not stated),-21%,7,176,-7,176,nt,nt,nt,8%
C=CCNC(=O)CSc1nnc(-c2cccs2)o1,0%,nt,nt,nt,nt,-16,38,54,-12%
Cc1ccc(CN2CCSc3ccc(C(=O)N4CCN(c5ncccn5)CC4)cc32)cc1,-14%,nt,nt,nt,nt,-1,92,93,-8%
COC(=O)C1Cc2c([nH]c3ccccc23)C(C)N1 (configuration not stated),-26%,-10,106,10,106,25,99,74,6%
N#Cc1c(NC(=O)CSc2ncnc3sccc23)oc(-c2ccco2)c1-c1ccco1,-52%,-2,183,2,183,-24,63,87,-151%
O=C(CP(=O)(c1ccccc1)c1ccccc1)Nn1cnnc1,1%,3,107,-3,107,nt,nt,nt,6%
COC(=O)c1cc(Cl)c(NC(=O)c2cc(OC)c(OC)c(OC)c2)cc1OC,8%,0,144,0,144,nt,nt,nt,-5%
CC1(C)NC(=O)N(CCCSc2ccc(Cl)cc2)C1=O,-2%,nt,nt,nt,nt,12,103,91,-15%
CC(=O)N(C)c1ccc(NS(=O)(=O)Cc2ccccc2)cc1,-7%,6,132,-6,132,9,90,81,-11%
O=C(Nc1ccon1)c1cc2ccccc2oc1=O,-13%,2,167,-2,167,-2,88,90,1%
Cc1nc(-c2ccccc2O)n(-c2ccccc2)n1,-37%,8,167,-8,167,9,90,80,-4%
CCc1nnc(NC(=O)CSc2nnc(Cc3cccn3C)n2C)s1,3%,-4,174,4,174,5,99,94,25%
COc1cc2c(=O)n(Cc3ccco3)c(=O)n(CC(=O)c3cccc(Br)c3)c2cc1OC,-14%,0,148,0,148,0,2,2,-8%
O=C(COC(=O)c1ccc(S(=O)(=O)NCc2ccco2)cc1)Nc1ccccc1OC(F)F,-15%,nt,nt,nt,nt,nt,nt,nt,-1%
C=CCNC(=S)Nc1sc2c(c1C(=O)OCC)CC(C(C)C)OC2 (configuration not stated),-4%,6,117,-6,117,nt,nt,nt,-15%
CCOC(=O)Cc1csc(NC(=O)COc2ccccc2OC)n1,3%,22,152,-22,152,nt,nt,nt,-2%
O=C1CC(C(=O)Nc2ncccn2)C(c2ccccc2)O1 (configuration not stated),-13%,9,122,-8,122,-14,95,108,-2%
